TAG inh: triacylglycerol accumulation inhibition; H9c2 cells, Nile Red lipid (TAG) fluorescence; cells loaded with 200 µM oleic acid; inhibition, % at 12.5 µM; actives 0.66% (n = 230,000);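 active = pattern-corrected inhibition of lipid staining of at least 50% with the nuclear-stain viability signal not falling by more than 50%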;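 note: 0% = DMSO wells and 100% = triacsin C control wells; some results filed as inactive read as strong as hits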
TAG inh DAPI viability: also measured in TAG inh; calls as there; DAPI nuclei signal change (viability), lower = more cytotoxic, %;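 whole-well DAPI fluorescence read on a plate reader as a viability signal; minus 50 percent equals half of cells still viable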
* = called active by the depositor.

SMILES	TAG inh	TAG inh DAPI viability
Cc1cc(C(=O)OCC(=O)NCc2ccc(Cl)cc2Cl)c(C)o1	0	1
COc1ccc(-n2c(-c3ccco3)nc3c(cnn3-c3ccc(C)cc3)c2=O)cc1	-17	-4
COc1ccccc1-c1nc(SCC(=O)N2CCC(C(N)=O)CC2)n[nH]1	-8	-6
COCCn1c(SCC(=O)Nc2ccc(F)cc2F)nc2c(c1=O)SCC2	-11	9
CCOC(=O)c1[nH]ncc1CN1CCN(Cc2ccccc2)C(CCO)C1 (stereo not given)	2	-12
O=C1C=C(c2cccc3c2sc2ccccc23)C[C@@H](c2ccc(F)cc2)C1	-11	-3
Nc1nc(NCc2c(F)cccc2Cl)nn1-c1ccccc1	24	-13
O=C(C1CCN(Cc2cn[nH]c2-c2ccc(F)cc2F)CC1)N1CCOCC1	5	0
CCCS(=O)(=O)c1snnc1C	15	0
CC(=O)Nc1ccc(NC(=O)CCc2c(C)noc2C)cc1	17	-8
Cc1c(-c2nc(N)nc(Nc3ccccc3)n2)oc2ccccc12	28	8
CCC(C)(C(=O)NC1CCCCC1)N(CC1CCCO1)C(=O)Cc1cccs1 (stereo not given)	-10	-11
CCCCN(C(=O)c1cccc(S(=O)(=O)N2CCCC2)c1)c1c(N)n(CCC)c(=O)[nH]c1=O	-13	-2
O=C1c2cccc(NCCCNCCO)c2C(=O)c2cccc(NCCCNCCO)c21	114	-66
CN(C)S(=O)(=O)c1ccc(C(=O)OCC(=O)NC(=O)NC2CCCC2)cc1	-8	-2
COc1ccc(O)c(/C=N/NC(=O)c2ccc(CSc3nc(C)cc(C)n3)cc2)c1	23	-8
COC(=O)c1cn(C(=O)c2ccco2)c2ccccc12	0	3
Cc1ccc(N2C(=O)CCSC23C(=O)Nc2ccccc23)cc1 (stereo not given)	2	-11
O=c1cc(N2CCCC2)c2ccccc2o1	-4	7
O=C(O)c1ccc[n+](Cc2ccc([N+](=O)[O-])cc2)c1	9	-1

Seven structures from above, sorted by heavy-atom count, high to low.
SMILES	TAG inh	TAG inh DAPI viability
O=C1c2cccc(NCCCNCCO)c2C(=O)c2cccc(NCCCNCCO)c21	114	-66
CN(C)S(=O)(=O)c1ccc(C(=O)OCC(=O)NC(=O)NC2CCCC2)cc1	-8	-2
Cc1c(-c2nc(N)nc(Nc3ccccc3)n2)oc2ccccc12	28	8
Cc1ccc(N2C(=O)CCSC23C(=O)Nc2ccccc23)cc1 (stereo not given)	2	-11
COC(=O)c1cn(C(=O)c2ccco2)c2ccccc12	0	3
O=C(O)c1ccc[n+](Cc2ccc([N+](=O)[O-])cc2)c1	9	-1
O=c1cc(N2CCCC2)c2ccccc2o1	-4	7

Some of the entries above in another layout:
structure: O=C1c2cccc(NCCCNCCO)c2C(=O)c2cccc(NCCCNCCO)c21
- TAG inh: 114
- TAG inh DAPI viability: -66
structure: CN(C)S(=O)(=O)c1ccc(C(=O)OCC(=O)NC(=O)NC2CCCC2)cc1
- TAG inh: -8
- TAG inh DAPI viability: -2
structure: COc1ccc(O)c(/C=N/NC(=O)c2ccc(CSc3nc(C)cc(C)n3)cc2)c1
- TAG inh: 23
- TAG inh DAPI viability: -8
structure: COC(=O)c1cn(C(=O)c2ccco2)c2ccccc12
- TAG inh: 0
- TAG inh DAPI viability: 3

Continued.
SMILES	TAG inh	TAG inh DAPI viability
Cc1cccc(C)c1NC(=O)c1ccccc1C(=O)O	-3	-3
CCN(C(=O)CSc1nc2ccccc2c(=O)n1Cc1ccc(C)cc1)C1CCS(=O)(=O)C1 (stereo not given)	-10	5
COCCNC(=O)C(Cc1c[nH]c2ccccc12)NC(=O)OCc1ccccc1 (stereo not given)	-11	-2
CCCCN(CC)CCNC(=O)c1cc2c(C)nc3ccccc3c2o1	6	6
COc1ccc(Cl)cc1S(=O)(=O)N1CCN(C(=O)c2cc(OC)c(OC)c(OC)c2)CC1	17	-10
CCCCCOP(=O)(OCCCCC)C1(NS(=O)(=O)c2ccccc2)C=CC(=O)c2ccccc21 (stereo not given)	-20	-10
CSCC[C@H](NC(=O)C1CCN(S(=O)(=O)c2ccc(C)cc2)CC1)C(=O)NCC1CCCO1 (stereo not given in full)	6	3
Cc1ccc(C(=O)CCC(=O)N2CCC(C(N)=O)CC2)s1	-1	-3
O=C(CSc1nnnn1-c1ccccc1)Nc1ccc(Cl)cc1	-12	-5
Cc1cccc(C(=O)OCC(=O)NC(=O)Cc2ccccc2)c1O	-3	2
Cc1cccc(-c2nsc(SCC(=O)NCC3CCCO3)n2)c1 (stereo not given)	-12	4
COc1nc(NCc2ccco2)nc(NC2CCCCC2)n1	1	14
CSc1nc(C)c(C(=O)Nc2ccccc2)c(-c2ccco2)c1C#N	-2	11
COc1ccc(CNC(=O)c2cc(C(=O)C3CC3)c[nH]2)cc1	-10	8
O=C(c1cc(C2CC2)nn1-c1ccccc1)N1CCN(c2ncc(C(F)(F)F)cc2Cl)CC1	-29	7
CN(C)c1ccc(/C=C(\NC(=O)c2ccccc2)C(=O)NCCCN2CCOCC2)cc1	13	-1
CCc1ccc(C(=O)CC2(O)C(=O)N(CN3CCOCC3)c3ccccc32)cc1 (stereo not given)	-9	1
Nc1nc(Nc2ccc(Cl)cc2)n[nH]1	-2	6
C=CCOc1cc(C)nc(-c2ccccc2O)n1	-2	-11
CCOC(=O)C1=CCN(Cc2ccccc2)CC1	4	7
CCCC1S/C(=N/N=C/c2cccs2)NC1=O (stereo not given)	10	-3
CN(C)CC(O)COc1ccc(C(C)(C)c2ccc(OCC(O)CN(C)C)cc2)cc1 (stereo not given)	50*	20*
CC1CN(C(=O)c2ccc3c(c2)OCO3)CC(C)O1 (stereo not given)	-4	-2
O=c1oc2cc(O)ccc2cc1-c1nc2c(s1)CCc1ccccc1-2	-78	157
CN(C)/C=C1\C(=O)NN=C1C(F)(F)F	5	7
COc1ccc(C(=O)Nc2cc(C)nc3ccccc23)cc1OC	28	-11
Cc1ccc(CNC(=O)c2sccc2-n2cccc2)cc1	-22	11
CCOc1ccccc1N1CCN(C(=O)c2cc[n+]([O-])cc2)CC1	-12	11
O=C1Oc2ccccc2C2(O)C3CCCCCC3C12 (stereo not given)	-12	-13
c1ccc(N2CCN(c3nc4ccccc4n4cnnc34)CC2)cc1	15	2
CCCCOc1ccc(N(CC(=O)NC2CCCC2)C(=O)CCC(=O)Nc2ccccn2)cc1	-13	-3
COc1cc2c(cc1OC)C(C(=O)N(C)Cc1ccccc1)C(c1cccnc1)N(C)C2=O (stereo not given)	-10	6
CC(C)n1c(SCC(=O)Nc2ccccc2)nc2c1c(=O)n(C)c(=O)n2C	6	-17
Cc1cccc(NC(=O)c2ccc(COc3ccccc3)o2)n1	5	-5
COc1ccc(-c2c(-c3ccc(OCC(=O)NN)cc3O)n[nH]c2C)cc1	0	0
O=C(c1cccc(-c2cccc3nccn23)c1)N1CCOCC1	2	-4
CCc1ccccc1NC(=O)CSc1nc2ccccc2n1CC(=O)N1CCCC1	9	7
CC(C)n1c(=O)[nH]c(=O)n1C(C)C	-3	2
Cc1cccn2cc(-c3ccc(Cl)cc3)nc12	10	13
CC1CCC2(CC1)NC(=S)N(C(C)(C)C)N2 (stereo not given)	-4	0
CC(C)CNC(=S)N(CCCN(C)C)Cc1cc2cc3c(cc2[nH]c1=O)OCCO3	7	7
O=C(c1ccc(-c2cccc(C(F)(F)F)c2)o1)N1CCOCC1	11	-1
O=C(Nc1nc2c(Br)cccc2s1)C1CC1	-4	-6
COc1ccc([C@H]2/C=C\CN(S(=O)(=O)c3ccc(C)cc3)[C@@H](C)C(=O)N2Cc2ccc(F)cc2)cc1	9	2
COc1cc(NC(=S)NC(=O)c2ccccc2F)ccc1NC(=O)c1cccs1	4	2
CCNc1sc(C(=O)c2cccs2)c(N)c1C#N	8	-14
COc1ccc([C@@H]2[C@@H]3C(=O)N(C(C)(C)C)C(=O)[C@@H]3[C@]3(C)C(=O)N(c4cccc(F)c4)C(=O)N23)cc1	14	-11
CC(C)n1cc(CN2CCC(Oc3ccc(C(=O)N4CCCC4)cc3)CC2)cn1	13	-1
N/C(=N\OC(=O)C1CCCCC1)c1ccncc1	11	-2
COc1cc(OC)cc(C(=O)NCC(=O)N2CCN(S(=O)(=O)c3ccccc3F)CC2)c1	19	1
Next section
SMILES	TAG inh	TAG inh DAPI viability
Cc1ccc(C(OCC(O)CN2CCCCC2CO)c2ccccc2)cc1 (stereo not given)	-7	18
Cc1nnc2n1N=C(c1ccc(F)cc1F)CS2	-12	4
CN=C1SC(C(=O)O)CC(=O)N1C (stereo not given)	-13	15
CCOC(=O)N/N=C/C=C/c1ccccc1	8	-4
CC(NCc1ccc(S(N)(=O)=O)cc1)C(=O)Nc1cc([N+](=O)[O-])ccc1Cl (stereo not given)	10	-19
Cc1ccc(-c2nc(CSCC(=O)N3CCOCC3)c(C)o2)cc1	-16	4
Cc1ccc(O)c(C(=O)c2cnc3c(c2)c(-c2ccc(F)cc2)c(C#N)c(=O)n3C)c1	35	-13
O=C1c2ccccc2C(Nc2ccc3c(c2)OCO3)N1Cc1ccco1 (stereo not given)	-2	11
COc1ccccc1N1CCN(C(=O)c2ccc(Br)o2)CC1	6	5
Cc1ccc(C(c2nnnn2C(C)(C)C)N(Cc2ccco2)Cc2cccs2)cc1 (stereo not given)	-51	-4
CN(C(=S)NC(=O)c1ccc(F)cc1)C1CCCCC1	-23	6
O=C(COC(=O)CCOc1ccccc1)NCCc1ccccc1	4	-2
Cc1ccc(NC(=O)COC(=O)CCc2nc3ccccc3n2-c2ccccc2)c(C)c1	12	-5
CN(Cc1ccccc1)c1nc2c(c(=O)[nH]c(=O)n2C)n1C	-67	9
COc1cccc(OCc2ccc(Cl)cc2)c1C#N	-28	17
OCCN1CCN(c2cc(C(F)(F)F)nc3ccccc23)CC1	3	-4
Cc1ccc(NC(=S)NNC(=S)Nc2ccc(C)cc2C)cc1	6	-13
COc1ccc(N2CCN(C(=O)C(CCSC)N=C3NS(=O)(=O)c4ccccc43)CC2)cc1 (stereo not given)	8	-4
O=C(Cn1cnc2c(OCc3ccccc3)ncnc21)NCC1CCCO1 (stereo not given)	-1	3
COc1ccc(Nc2nc(N)c([N+](=O)[O-])c(NCc3ccccc3)n2)cc1	4	7
CCOCCCNC(=S)N1CCCC(c2nc3ccc(C)cc3[nH]2)C1 (stereo not given)	16	-11
Cc1noc(C)c1S(=O)(=O)Nc1cccc(CO)c1	4	-5
CCCN1C(=O)/C(=c2\sc3nc(=O)c(Cc4ccc(C)cc4)nn3c2=O)c2ccccc21	1	-3
CC(=NCCCn1ccnc1)c1c(-c2ccccc2)[nH]n(-c2nc3ccccc3s2)c1=O	-19	0
CCC1(CC)Cc2ccccc2-c2nc(CN3CCOCC3)[nH]c(=O)c21	-5	7
Nc1nnc(SCC(=O)NC2CCCc3ccccc32)s1 (stereo not given)	5	-10
CCc1ccc2[nH]c(=O)c(CN(CCN(C)C)C(=O)Nc3ccccc3)cc2c1	20	7
CCN1CCN(C(=O)CN(CC)S(=O)(=O)c2ccc(F)cc2)CC1	-4	3
Cc1cccc2cc(C#N)c(SCC(=O)Nc3ccccc3N3CCOCC3)nc12	23	2
O=C(Nc1cccc2c1C(=O)NC2=O)c1cccc(N2C(=O)CCC2=O)c1	19	-10
Cc1cccc2c(SCC(N)=O)nc(-c3ccccc3)nc12	-9	0
C=C1CCN(c2ccc(C(=O)NCc3ccc(OC)cc3)cc2[N+](=O)[O-])CC1	-23	-4
Cc1ccc(NC(=O)COC(=O)c2cccc(C)c2[N+](=O)[O-])cc1S(=O)(=O)N1CCCCC1	-3	92
COc1ccc(-n2c3c(c(=O)[nH]c2=O)C(NC(=O)c2ccncc2)(C(F)(F)F)C(=O)N3)cc1 (stereo not given)	-14	12
CN(C)/C=C(/C(=O)c1ccccc1)S(=O)(=O)c1ccc(Cl)cc1	9	-6
CC1=CC(C)(C)N2C(=O)C3(C(C#N)=C(N)Oc4cc(C)oc(=O)c43)c3cccc1c32 (stereo not given)	-34	8
Cc1ccc(-c2csc(N3CCC[C@@H]3C(=O)NCCn3c(C(F)(F)F)nc4ccccc43)n2)cc1	5	1
CCCC(=O)Nc1cc(C(=O)O)ccc1Sc1ccc(C)cc1	9	5
CCc1ccc(S(=O)(=O)NC(=S)NC2CCCCC2)cc1	-12	6
COc1cccc(Nc2nc(C(N)c3ccccc3)cs2)n1 (stereo not given)	5	3
CC(C)(C)OC(=O)N1CCC[C@H]1c1nnc(SCc2ccccc2F)o1	5	-1
COc1ccc(OCCSc2nnc(-c3ccc(OC)cc3)n2N)cc1	0	-10
COC(=O)c1cccc2c1C(=O)c1cc([N+](=O)[O-])ccc1-2	6	7
CN1CCN(CCOc2cccc(Cl)c2)CC1	-3	28

Not all compounds are listed; the hit share may differ from the screen's.
